Source: PubChem BioAssay (National Center for Advancing Translational Sciences (NCATS))
USP1-UAF1 inh: Inhibitors of USP1/UAF1: Primary Screen | Ubiquitin carboxyl-terminal hydrolase 1 (Homo sapiens), O94782 | recombinant USP1/UAF1, Ub-Rhodamine cleavage fluorescence | Potency, µM (doses to about 57.1 µM), for the others: at the highest dose activity change, negative = inhibition, actives largely listed as inhibitors | hit rate 0.23% among 390,000 | AID 743255, 2014; also: potency is read from the fitted curve at half-maximal effect; % is scaled to controls: 0 for no effect and ±100 for the full control effect; nearly all actives have a fitted effect of over 60% in size; inactives centre near -12
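USP1/UAF1 complex (1 nM) preincubated 15 min at room temperature with compound, then Ub-Rho substrate (150 nM final) added. Kinetic fluorescence at 480/540 nm over 6 reads at 60 s intervals; 50 mM HEPES pH 7.8, 0.5 mM EDTA, 0.1 mg/ml BSA, 1 mM TCEP, 0.01% Tween-20.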
GLS inh: qHTS for Inhibitors of Glutaminase (GLS) | Glutaminase kidney isoform, mitochondrial (Homo sapiens), O94925 | GLS enzymatic activity, qHTS titration | hit rate 0.21% among 410,000 | AID 624170, 2012 | Potency, µM (titrated, usually from 45.5 µM), for the others: at the top dose activity change, negative = inhibition, actives largely listed as inhibitors; also: potency is read from the fitted curve at half-maximal effect; % is scaled to controls: 0 for no effect and ±100 for the full control effect
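Glutamate formation by hKGA was monitored fluorometrically using coupled glutamate oxidase, HRP and Amplex Red. Substrate was added as 1 mM L-glutamine solution; incubation was 30 min at RT after an initial read.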
TrxR1 substrate: qHTS Assay for Substrates of Mammalian Selenoprotein Thioredoxin Reductase 1 (TrxR1): qHTS; purified TrxR1 substrate turnover, NADPH consumption readout; Potency, µM (titrated, usually from 114 µM), inactives show at the highest dose activity change, negative = substrate turnover; AID 588456, 2011; Thioredoxin reductase 1, cytoplasmic (Rattus norvegicus), O89049; hit rate 0.01% among 390,000; also: potency is read from the fitted curve at half-maximal effect; % is scaled to controls: 0 for no effect and ±100 for the full control effect; nearly all actives have a fitted effect of over 50% in size
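Rat TrxR1, dispensed at 90 nM, was prereduced with 400 uM NADPH (final) for 5 min at ~22 deg C, then incubated with compound 15 min before 400 uM selenite. A first-read NADPH fluorescence drop versus no-compound background flagged substrates.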
PI4K2A inh: qHTS for small molecular inhibitors of PI4K2A. hit rate 0.13% among 420,000. Phosphatidylinositol 4-kinase type 2-alpha (Homo sapiens), Q9BTU6. purified PI4K2A, ADP-Glo luminescence, 1 h; hits give low values. activity change, negative = inhibition, % at 76.9 µM; in the data active = activity change below about -50%; inconclusive = mostly about -30% to -49%;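 also: -100% = wells without enzyme as full effect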
Target sequence (Q9BTU6 whole entry, looked up): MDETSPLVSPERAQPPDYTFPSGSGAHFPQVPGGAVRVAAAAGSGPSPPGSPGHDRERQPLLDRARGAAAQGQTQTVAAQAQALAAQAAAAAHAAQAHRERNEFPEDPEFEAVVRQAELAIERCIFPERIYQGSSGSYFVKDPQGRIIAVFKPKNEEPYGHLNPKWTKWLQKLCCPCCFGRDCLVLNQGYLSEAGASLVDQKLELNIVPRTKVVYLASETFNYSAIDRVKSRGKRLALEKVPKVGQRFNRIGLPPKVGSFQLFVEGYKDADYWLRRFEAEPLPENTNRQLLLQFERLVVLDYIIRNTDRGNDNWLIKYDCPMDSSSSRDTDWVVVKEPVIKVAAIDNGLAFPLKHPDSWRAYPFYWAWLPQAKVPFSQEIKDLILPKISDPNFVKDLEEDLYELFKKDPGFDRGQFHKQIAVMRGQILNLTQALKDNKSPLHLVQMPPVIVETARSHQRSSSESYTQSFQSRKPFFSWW
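PI4K2A activity was measured by ADP-Glo luminescence: enzyme (4 ug/mL stock) and phosphatidylinositol (1.2 mM stock) in Tris pH 7.5/MgCl2/EGTA/Triton X-100 buffer were reacted with ATP (300 microM stock) for one hour at ambient temperature.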
rTrxR1 inhibitor: qHTS Assay for Inhibitors of Mammalian Selenoprotein Thioredoxin Reductase 1 (TrxR1): qHTS | recombinant rTrxR1, NADPH fluorescence consumption, selenite substrate | Potency, µM (series often up to 114 µM), for the others: at the highest dose activity change, negative = inhibition, usual class: inhibitors | hit rate 1% among 390,000; also: potency is read from the fitted curve at half-maximal effect; % is scaled to controls: 0 for no effect and ±100 for the full control effect; nearly all actives have a fitted effect of over 65% in size
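Rat TrxR1 (90 nM in the dispensed reagent) was pre-reduced with 400 uM NADPH for 5 min at room temperature, then incubated with compound for 15 min. After 400 uM selenite was added, NADPH fluorescence (Ex 340/Em 450 nm) was followed for 8 min.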
HP1b binding inh: HTS for Inhibitors of HP1-beta Chromodomain Interactions with Methylated Histone Tails. hit rate 0.56% among 390,000. Chromobox protein homolog 1 (Homo sapiens), P83916. Potency, µM (series often up to 114 µM), for inactives: at the top dose activity change, negative = inhibition, hits mostly inhibitors. AlphaScreen HP1-beta / biotin-H3K9me3 peptide binding; also: potency is read from the fitted curve at half-maximal effect; nearly all actives have a fitted effect of over 70% in size; inactives centre near 23
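HP1-beta protein (50 nM final) preincubated 30 min at room temperature with biotinylated H3(1-18)K9me3 peptide (50 nM) in PBS pH 7.4, 0.01% Tween-20, then compound added for 30 min. AlphaScreen streptavidin donor/nickel chelate acceptor beads (10 ug/mL final), 30 min dark, luminescence read.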
Pin1 inhibitor: qHTS Assay to Find Inhibitors of Pin1 | Peptidyl-prolyl cis-trans isomerase NIMA-interacting 1 (Homo sapiens), Q13526 | Pin1 FP peptide displacement, HiFluor488, 10 min | Potency, µM (series often up to 115 µM), for inactives: top-dose activity, negative = inhibition, hits mostly inhibitors | hit rate 0.009% among 390,000; active = well fitted inhibition curve with a large enough effect in the polarisation, with a control signal flat, not every such curve was filed as active; inconclusive = small, poorly fitted or top-dose-only effect, or effect the other way, or a change in a side signal; inactive = no such curve, though single readings can be large or run the other way; the % refers to the polarisation; also: potency is read from the fitted curve at half-maximal effect; % is scaled to controls: 0 for no effect and ±100 for the full control effect
Target sequence (Q13526 whole entry, looked up): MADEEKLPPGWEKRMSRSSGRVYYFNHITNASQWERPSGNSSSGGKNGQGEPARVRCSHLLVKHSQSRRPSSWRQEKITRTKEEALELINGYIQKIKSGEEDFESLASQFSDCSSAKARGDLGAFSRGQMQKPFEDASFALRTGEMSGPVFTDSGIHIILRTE
PGK inhibitor: qHTS Assay to Find Inhibitors of Phosphoglycerate Kinase | PGK/GAPDH coupled, Kinase-Glo luminescence, 60 min | Potency, µM (doses to about 57.5 µM), for the others: at the top dose activity change, negative = inhibition, actives largely listed as inhibitors | hit rate 0.043% among 380,000; also: potency is read from the fitted curve at half-maximal effect; % is scaled to controls: 0 for no effect and ±100 for the full control effect; nearly all actives have a fitted effect of over 60% in size
Target sequence (P07378 whole entry, looked up): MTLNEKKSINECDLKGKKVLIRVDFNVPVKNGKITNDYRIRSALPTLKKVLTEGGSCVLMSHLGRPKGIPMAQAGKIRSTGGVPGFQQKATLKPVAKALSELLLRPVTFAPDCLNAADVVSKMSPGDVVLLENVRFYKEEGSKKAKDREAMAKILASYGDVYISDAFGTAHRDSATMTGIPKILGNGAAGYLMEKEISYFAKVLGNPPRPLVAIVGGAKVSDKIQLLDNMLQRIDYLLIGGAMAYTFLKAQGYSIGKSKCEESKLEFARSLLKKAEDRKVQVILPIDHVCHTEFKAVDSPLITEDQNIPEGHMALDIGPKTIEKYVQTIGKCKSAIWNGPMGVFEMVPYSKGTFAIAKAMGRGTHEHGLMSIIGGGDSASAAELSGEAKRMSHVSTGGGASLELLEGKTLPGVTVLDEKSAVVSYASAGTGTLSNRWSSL
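Luminescent ATP detection (Kinase-Glo Plus) follows a 60-minute room-temperature incubation, with wells lacking PGK as controls. Buffer: 100 mM TEA (pH 7.6), 5 mM MgCl2, 0.01% Tween-20. Coupling enzyme GAPDH (100 nM final) supplies unstable 1,3-BPG in-well.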
mIDH1 inhibitor: qHTS for Inhibitors of mutant isocitrate dehydrogenase 1 (IDH1): qHTS. IDH1-R132H enzyme, NADPH consumption, diaphorase/resazurin fluorescence. hit rate 0.093% among 390,000. Potency, µM (doses to about 76.6 µM), without a hit: top-dose activity change, negative = inhibition, usual class: inhibitors. AID 602179, 2012; also: potency is read from the fitted curve at half-maximal effect; % is scaled to controls: 0 for no effect and ±100 for the full control effect; nearly all actives have a fitted effect of over 65% in size
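IDH1-R132H (0.5 ug/mL) preincubated 30 min with compound, then NADPH (0.016 mM) and alpha-KG (2 mM) added; 80 min at RT, pH 7.5. Remaining NADPH coupled via diaphorase/resazurin to fluorescence (540/590 nm); concentration-response curves normalized to no-enzyme control.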
Active calls of the source: *; i = inactive; ? = inconclusive; nt = no result given; [ ] = dose if it differs, or a comment. Unless noted, calls follow the shape of the dose curve; as a rule, active = well fitted curve in the direction sought with a large enough effect; inconclusive = small, poorly fitted or top-dose-only effect, or another doubt; inactive = no such curve, though single readings can be large; an effect the other way counts as inactive or inconclusive. An excerpt. The share of hits here may be higher or lower than overall.

SMILES | USP1-UAF1 inh | GLS inh | TrxR1 substrate | PI4K2A inh | rTrxR1 inhibitor | HP1b binding inh | Pin1 inhibitor | PGK inhibitor | mIDH1 inhibitor
COc1ccc(C(C(C(=O)c2cccs2)N2CCOCC2)N2CCOCC2)cc1OC (configuration not stated) | -8% | 8% | 0% | 0 | ? | -14% | -8% | 7% | 1%
CCOc1ccc(C(=O)Nc2cccc([N+](=O)[O-])c2)cc1Br | ? | 9% | 6%[57.1 µM] | -19 | 8%[57.1 µM] | 1% | -1% | -5% | 11%
CCNCc1cc2cc(C)ccc2[nH]c1=O | -20% | ? | 11% | -5 | -6% | 53% | 21% | -4% | 6%
COc1ccc2[nH]c(C(=O)O)c(NS(=O)(=O)c3ccc(C)cc3C)c2c1 | -8% | -18% | 7%[57.1 µM] | 8 | 11%[57.1 µM] | 8% | 3% | -3% | -9%
O=C(c1ccccc1)N(c1ccccc1)c1ccccc1O | -14% | 13% | 5% | 3 | 2% | 22% | 3% | -7% | 1%
N#Cc1c(NC(=O)c2ccco2)sc2c1CCC2 | -5% | 5% | -14% | 0 | ? | ? | ? | -16% | -2%
CCCSc1ncc(Cl)c(C(=O)N(Cc2cccc(Cl)c2)C2CCS(=O)(=O)C2)n1 (configuration not stated) | -19% | 5% | 2% | 3 | 17% | 33% | 6% | nt | nt
Cc1ccc(C2=NN3C(C(=O)c4ccccc4)Oc4ccccc4C3C2)cc1 (configuration not stated) | -8% | 0% | -6% | 2 | 12% | 18% | 41%[activator] | i | -6%
CC(=O)N1c2ccccc2CC1C(=O)N1CCN(c2cccc(Cl)c2)CC1 (configuration not stated) | -18% | -4% | -1%[57.1 µM] | -5 | 9%[57.1 µM] | 31% | -5% | 5% | -12%
[O-][n+]1onc2c1CCc1[nH]c(-c3ccccc3)nc1-2 | -10% | 1% | 4%[57.1 µM] | 0 | -1%[57.1 µM] | 6% | -1% | 1% | 6%
C[C@@H]1Cn2cnc(C(=O)Nc3ccccc3)c2C(=O)N1 | -3% | 9% | nt | 8 | nt | nt | nt | 9% | 0%
Cc1ccc(CNC(=O)Nc2ccc3c(c2)N(C)C(=O)CS3)cc1 | -9% | -8% | -9%[57.1 µM] | 0 | 18%[57.1 µM] | 40%[activator] | ? | i | 4%
Cc1nc(NC(=O)CSc2nnc(C3CC3)n2N)c(Cl)cc1Cl | -11% | 0% | 4% | 0 | -3% | 49%[activator] | -4% | -7% | 12%
c1coc(-c2ncc[nH]2)c1 | 4% | 6% | -11% | -6 | -12%[57.1 µM] | 12% | -16% | 3% | -1%
CCOC(=O)C1=C(c2ccccc2)NC(=O)NC1c1cc(Cl)c(O)c(OC)c1 (configuration not stated) | -22% | 19% | 0%[57.1 µM] | 0 | 5%[57.1 µM] | 14% | 1% | -8% | 9%
CCn1c(SCC(=O)Nc2ccc(OC)c(OC)c2)nnc1-c1cnccn1 | -10% | -7% | 3% | 6 | 10% | 24% | 2% | -2% | -5%
Cc1ccc(CN2CCN(C3CCN(C(=O)OC(C)(C)C)CC3)C(=O)C2=O)cc1 | 1% | -10% | -2%[57.1 µM] | 0 | 4%[57.1 µM] | 11% | -1% | -5% | 0%
Cc1cc(C)cc(N2CC(C(=O)NC3CCCCC3)CC2=O)c1 (configuration not stated) | -16% | -3% | 7%[57.1 µM] | 6 | 33%[57.1 µM] | 5% | -7% | 7% | 1%
Cc1cnccc1CN(C)Cc1cn(C)nc1-c1cccc(Cl)c1 | -16% | 11% | -13%[57.1 µM] | 1 | 15%[57.1 µM] | 40% | 2% | -9% | 5%
Nc1c(C(=O)NCc2ccco2)c2nc3ccccc3nc2n1CCc1ccc(F)cc1 | -9% | 4% | 77%[activator] | ? | ? | 80%[activator] | 3% | 8% | ?
O=C(NCC1CCCN1S(=O)(=O)c1cccs1)c1ccccc1 (configuration not stated) | -25% | 0% | 4%[57.1 µM] | 2 | 16% | 31% | 6% | 2% | -5%
COc1ccc(OC)c(NC(=O)COC(=O)CN(C)S(=O)(=O)c2ccc(C)cc2)c1 | 3% | 8% | -13% | 0 | -6% | 3% | 2% | -3% | 3%
Cc1c(C(=O)OC(C)C(=O)N(C)Cc2ccccc2)oc2ccccc12 (configuration not stated) | -13% | -12% | -5% | 6 | 12% | 56%[activator] | -4% | -10% | 14%
Cc1ccc(C(=O)O)cc1N1CCCC1=O | -13% | 5% | -5%[57.1 µM] | -5 | 35%[activator][57.1 µM] | 29% | -2% | -3% | 5%
CC1CCN(Cc2ccc(-c3nnn(CC(=O)NC4CCCCC4)n3)cc2)CC1 | -11% | 0% | 4% | 10 | 32% | 27% | -2% | i | 11%
CCc1ccccc1NC(=O)CC1CS(=O)(=O)CC1CC(=O)Nc1ccccc1CC (configuration not stated) | -16% | 2% | 1% | -3 | 5% | 22% | ? | i | 4%
O=C(COc1ccc2c(-c3ccccc3)cc(=O)oc2c1)NC1CCS(=O)(=O)C1 (configuration not stated) | -22% | 4% | 5% | -5 | 14% | 25% | 2% | i | 3%
CCCCC(=O)Nc1ccc2c3c(cccc13)CC2 | -15% | 4% | -2% | 1 | -12% | 10% | -6% | -4% | 4%
N#Cc1c(NC(=O)COC(=O)C2CC3C=CC2C3)oc(-c2ccccc2)c1-c1ccccc1 (configuration not stated) | -3% | -2% | -7%[57.1 µM] | -14 | -14% | 7% | ? | -6% | 5%
CC(=O)c1cccc(NC(=O)N2C3CCC2CC(NC(=O)C2CC2)C3)c1 (configuration not stated) | -2% | 5% | 6% | 0 | 12% | 23% | 2% | -1% | -11%
Cc1ccccc1OCCC(=O)OCC(=O)N(C)c1c(N)n(Cc2ccccc2)c(=O)[nH]c1=O | 2% | -1% | -6% | -1 | -6% | 20% | 0% | -9% | 6%
NS(=O)(=O)c1ccc(NC(=S)Nc2ccc(F)c(F)c2)cc1 | -15% | 0% | -3% | -3 | -2% | 37% | 4% | -6% | 7%
N#CCc1ccc(NC(=O)Nc2cccc(Cl)c2)cc1 | -8% | 5% | -11% | -3 | -10% | 6% | 0% | i | 0%
COc1ccc(C(=O)OCC(=O)NC(=O)CCSc2ccccc2)cc1 | -24% | -5% | 2% | -6 | 20% | 57%[activator] | -1% | i | 5%
Cc1ccccc1C1C(C#N)=C2N=C(N)c3c(sc4c3CCCCC4)N2C2=C1C(=O)CC(C)(C)C2 (configuration not stated) | -25% | 74%[activator] | -1% | 1 | ? | 4% | ? | i | 0%
C=CCNC(=S)N/N=C/c1ccc(C(C)(C)C)cc1 | -20% | 5% | -9% | -3 | -16% | 34% | -1% | -4% | 3%
CNc1nc(Oc2ccc(=O)[nH]n2)nc(N2CCOCC2)n1 | 2% | -1% | 2% | -3 | 12% | 27% | -5% | 4% | -7%
COCCn1c(CN2CCN(c3cccc(Cl)c3)CC2)nc2c1c(=O)n(C)c(=O)n2C | -24% | 1% | 2%[57.1 µM] | -1 | 44% | 0% | 3% | -3% | 2%
COc1ccc(CC(=O)Nc2ccccc2C(=O)N2CCCC2)cc1 | -2% | 7% | -9% | 6 | -4% | 11% | 1% | -4% | -3%
O=C1CNC(=S)N1CCc1ccc(O)c(O)c1 | -19% | -20% | -6% | 0 | ? | -1% | 2% | -7% | 2%
COCCCN1C(=O)C(O)=C(C(=O)c2ccco2)C1c1ccccc1 (configuration not stated) | -18% | 6% | -14% | -5 | -18% | 11% | ? | -11% | 19%
Cc1ccc(-c2cc(C(=O)NC(C)c3ccccc3)c3ccccc3n2)cc1C (configuration not stated) | -21% | 1% | 6%[57.1 µM] | -3 | 18%[57.1 µM] | 12% | -2% | -10% | 3%
O=C(COCc1cc(-c2ccc3c(c2)OCO3)on1)Nc1cccnc1 | -12% | 5% | 2% | -7 | 1% | 7% | 0% | -9% | 21%
CN1CCN(S(=O)(=O)c2cccc(C(=O)Nc3cc(Cl)ccc3N3CCOCC3)c2)CC1 | -23% | -2% | -1% | 1 | 13% | 15% | 3% | -1% | 3%
CN(C)C(=O)CSc1nnc(Cc2ccccc2)n1Cc1ccco1 | -18% | -1% | 2% | 2 | -4% | 50%[activator] | ? | i | 0%
